Mito fusion yeast: qHTS Assay for Small Molecule Inhibitors of Mitochondrial Division or Activators of Mitochondrial Fusion | Potency, µM (top dose mostly 46.1 µM), inactives show at the highest dose growth rescue (activation), usual class: activators | S. cerevisiae fusion-defective mutant growth rescue, CellTiterGlo 48 h | 320,000 compounds, 0.23% hits;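 also: potency is read from the fitted curve at half-maximal effect; % of control where 0% means no effect; nearly all actives have a fitted effect of over 45% in size; temperature-sensitive fusion mutants such as fzo1-1 at 37 °C on non-fermentable ethanol glycerol medium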
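Luminescent cell viability in 1536-well qHTS format served as the measure of rescued growth in ts fusion-mutant S. cerevisiae cultured on non-fermentable YPEG for 48 hours at 37C.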
Eya2 phos inh: qHTS Assay for Inhibitors of the Phosphatase Activity of Eya2 | Protein phosphatase EYA2 (Homo sapiens), O00167 | recombinant Eya2, OMFP fluorescence dephosphorylation (OMFP is methylfluorescein phosphate) | Potency, µM (doses to about 76.9 µM), for inactives: at the top dose activity, negative = inhibition, hits mostly inhibitors | 330,000 compounds, 0.006% hits | AID 488837, 2010; also: potency is read from the fitted curve at half-maximal effect; % is scaled to controls: 0 for no effect and ±100 for the full control effect
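Eya2 (0.2 uM) preincubated 10 min at ambient with compound, then OMFP substrate added at 50 uM; 10 min reaction in 50 mM HEPES pH 7.5, 50 mM NaCl, 5 uM MgCl2, 0.05% BSA, 1 mM DTT. Fluorescence read at Ex 485/Em 525 nm.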
USP2a block: qHTS Assay for Inhibitors of Ubiquitin-specific Protease USP2a Using CHOP2 as the Reporter; 330,000 compounds, 0.01% hits; USP2 core, Ub-CHOP2 coupled fluorogenic reporter, 485/531; Potency, µM (highest dose often 38.3 µM), inactives show at the top dose activity change, negative = inhibition, actives largely listed as inhibitors; AID 463254, 2010; Ubiquitin carboxyl-terminal hydrolase 2 (Homo sapiens), O75604;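 also: potency is read from the fitted curve at half-maximal effect; plate controls were DMSO wells for no effect and full inhibition by NEM control for full effect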
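USP2 core (10nM final) preincubated 30min RT with compound in 20mM Tris-HCl pH 8.0, 2mM CaCl2, 2mM beta-mercaptoethanol, 0.05% CHAPS; 25nM Ub-CHOP2 plus 25nM reporter substrate added, fluorescence (Ex485/Em531) read after 60min.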
KCNH2 3.1 block: qHTS for Inhibitors of KCHN2 3.1: Mutant qHTS; Potassium voltage-gated channel subfamily H member 2, brain isoform KCNH2 3.1 (human); U2OS KCNH2 3.1, thallium flux FluxOr; hits give low values; activity change, % (tested at about 1.8 µM); 340,000 compounds, 0.95% hits; AID 720553, 2013;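 active = maximum activity change below -70%; inconclusive = maximum activity change from -70% to -50%; inactive = maximum activity change above -50%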;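 also: thallium influx rate constant from kinetic fluorescence after stimulation buffer; % is scaled to controls: 0 for no effect and ±100 for the full control effect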
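Steps: virus added to U2OS suspension (4 h, RT, dark); medium with 10% FBS added, cells plated, 37 C overnight; FluxOr/Red40 loading buffer 45 min RT; stimulation buffer, 2 min kinetic read; rate constant normalized.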
ELG1 DNA repair: qHTS screen for small molecules that inhibit ELG1-dependent DNA repair in human embryonic kidney (HEK293T) cells expressing luciferase-tagged ELG1 | 330,000 compounds, 2.3% hits | Potency, µM (series often up to 46.1 µM), for the others: top-dose activity change, negative = inhibition, hits mostly inhibitors | AID 504467, 2011 | HEK293T ELG1-luciferase reporter, luminescence, 16 h; DNA damage induced by 5-fluorouridine; also: potency is read from the fitted curve at half-maximal effect; % is scaled to controls: 0 for no effect and ±100 for the full control effect; nearly all actives have a fitted effect of over 55% in size
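Cells (2,000 per well) received 5-fluorouridine plus test compound or DMSO and were incubated 16 hr at 37 °C, 5% CO2. Luciferase activity was read by luminescence 30 min after ONE-Glo addition; signal suppression marked inhibition of damage-induced ELG1 function.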
TSHR antag: Antagonists of the Thyroid Stimulating Hormone Receptor: HTS campaign; Thyrotropin receptor (Homo sapiens), P16473; TSHR-expressing cells, TSH-stimulated cAMP HTRF, 2 h; hits give low values; activity change, negative = inhibition, % at 11.5 µM; 330,000 compounds, 0.2% hits; AID 504810, 2011;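 active = activity change below a set negative limit, meaning inhibition stronger than a set level, cut at about -70% in these data; inconclusive = activity change between two set negative limits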; also: % is scaled to controls: 0 for no effect and ±100 for the full control effect
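Read-out is FRET at 665 nm (cryptate excitation 337 nm) from a cryptate-tagged anti-cAMP antibody, competed by cell cAMP against cAMP-d2. Compounds are tested on freshly harvested TSHR cells challenged with 4nM TSH (EC80) for 2 hours at 37 deg C.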
TRPV1 agonist: HTS Assay for Compounds that Act as Agonists of the Vanilloid Receptor 1 | Transient receptor potential cation channel subfamily V member 1 (Homo sapiens), Q8NER1 | TRPV1-expressing cells, Fluo-8 calcium influx, agonist mode | activation, % at 8.33 µM | 320,000 compounds, 0.19% hits; in the data active = activation above about 80%; inconclusive = between about 30% and that limit; also: 0% is about no effect
Target sequence (Q8NER1 whole entry, looked up): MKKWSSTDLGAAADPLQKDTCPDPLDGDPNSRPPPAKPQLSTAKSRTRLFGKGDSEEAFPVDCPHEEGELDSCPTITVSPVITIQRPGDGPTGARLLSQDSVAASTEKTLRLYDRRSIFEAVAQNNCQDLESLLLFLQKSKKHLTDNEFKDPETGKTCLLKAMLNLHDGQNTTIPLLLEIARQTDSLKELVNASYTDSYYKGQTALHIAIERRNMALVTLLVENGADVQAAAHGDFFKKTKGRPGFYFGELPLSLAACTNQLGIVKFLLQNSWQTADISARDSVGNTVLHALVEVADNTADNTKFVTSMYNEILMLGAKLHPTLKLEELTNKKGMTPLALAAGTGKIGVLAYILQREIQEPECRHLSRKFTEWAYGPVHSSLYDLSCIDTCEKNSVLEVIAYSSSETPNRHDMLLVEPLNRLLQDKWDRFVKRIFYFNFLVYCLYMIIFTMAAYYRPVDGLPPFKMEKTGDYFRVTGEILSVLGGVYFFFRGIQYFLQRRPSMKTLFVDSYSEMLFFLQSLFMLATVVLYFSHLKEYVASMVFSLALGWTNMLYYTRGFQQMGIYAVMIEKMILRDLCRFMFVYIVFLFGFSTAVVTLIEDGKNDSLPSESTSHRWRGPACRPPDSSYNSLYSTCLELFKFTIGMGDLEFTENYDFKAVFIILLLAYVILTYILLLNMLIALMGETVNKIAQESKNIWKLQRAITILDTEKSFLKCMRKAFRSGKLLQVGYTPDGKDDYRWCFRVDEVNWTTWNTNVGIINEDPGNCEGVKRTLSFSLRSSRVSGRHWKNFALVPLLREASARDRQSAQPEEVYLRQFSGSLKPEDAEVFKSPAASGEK
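Fluo-8 calcium influx in TRPV1-expressing cells, kinetic read (ex 480/em 520 nm). Compound added and read 3 min for agonist activity, followed by capsaicin at EC20 final and 2 min further read for enhancement.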
A-T KAP1 phos: qHTS Assay for Identifying a Potential Treatment of Ataxia-Telangiectasia | […] A-T fibroblasts, KAP-1 phosphorylation AlphaLISA; neocarzinostatin DNA damage 30 min before lysis | Potency, µM (highest dose often 57.5 µM), without a hit: at the top dose activation, hits mostly activators | 320,000 compounds, 0.19% hits | AID 485349, 2010; also: potency is read from the fitted curve at half-maximal effect; % of control where 0% means no effect; nearly all actives have a fitted effect of over 45% in size
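hTERT-immortalized A-T patient fibroblasts ([…]), 500 cells/well in OPTI-MEM, 1% FBS, got compounds for 60 min, then NCS for 30 min at 37C. Lysates were then assayed for phospho-KAP-1 by AlphaLISA (anti-pKAP1 donor, anti-KAP1 acceptor beads), 6 hr at 25C.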
hERG WT inh: qHTS for Inhibitors of KCHN2 3.1: Wildtype qHTS | 340,000 compounds, 0.37% hits | U2OS, BacMam KCNH2, thallium flux FluxOr; hits give low values | activity change, % at 1.84 µM | Voltage-gated inwardly rectifying potassium channel KCNH2 (Homo sapiens), Q12809;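 active = maximum activity change below -70%; inconclusive = maximum activity change between -70% and -50%; inactive = maximum activity change above -50%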; also: % is scaled to controls: 0 for no effect and ±100 for the full control effect
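U2OS cells transduced with wild-type KCNH2 virus are loaded with FluxOr dye for 45 min, and thallium flux is measured in kinetic reads before and after stimulation buffer. Rate constants are normalized to DMSO controls.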
TCR act: Activators of T cell receptors: qHTS campaign; primary human leukocytes, anti-CD3, IL-2 HTRF, 48 h; Potency, µM (highest dose often 9.22 µM), inactives show at the highest dose activation of IL-2 secretion, most hits filed as activators; 330,000 tested, under 10 active; also: % of control where 0% means no effect
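Primary human leukocytes receive a-CD3 beads and test compound and are incubated 48 hr. Secreted IL-2 is then assayed by HTRF, measuring 665nm acceptor emission after 320nm excitation of the europium donor.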
* hit, by the source's call; ? = inconclusive; · = no result given; [ ] = another dose, or the depositor's remark. Unless noted, calls follow the shape of the dose curve; as a rule, active = well fitted curve in the direction sought with a large enough effect; inconclusive = small, poorly fitted or top-dose-only effect, or another doubt; inactive = no such curve, though single readings can be large; an effect the other way counts as inactive or inconclusive. This is a subset. The share of hits here may be higher or lower than overall.

Every second line gives: Mito fusion yeast	Eya2 phos inh	USP2a block	KCNH2 3.1 block	ELG1 DNA repair	TSHR antag	TRPV1 agonist	A-T KAP1 phos	hERG WT inh	TCR act
#1 O=C(CSc1nnc(CNC(=O)c2c(F)cccc2Cl)o1)NCc1ccc(F)cc1
  1%	5%	3%	13	0%	10	0	5%	4	1%
#2 C/C(=N\NC(=S)Nc1c(C)cccc1C)c1ccc(OC(F)F)cc1
  14%	0%	0%	-5	?	0	-1	7%	0	3%[46.1 µM]
#3 COc1ccc(OC)c(C2C3=C(COC3=O)Nc3cc4c(cc32)OCO4)c1 (stereo not drawn)
  4%	0%	3%	7	-14%	2	-3	11%	-5	-5%
#4 Cc1cnc(C(=O)OCC(=O)N2CC(C)CC(C)C2)cn1 (stereo not drawn)
  ·	4%	4%	-2	0%	-3	·	4%	1	9%
#5 CC(C)CN1C(=O)N(c2ccc(Cl)cc2)C(C)(O)CC1(C)C (stereo not drawn)
  3%	-12%	3%	16	-11%	1	21	16%	0	10%
#6 CC1(C)Cc2c(cnn2-c2ccccc2)C(NC(=O)CCN2CCCC2=O)C1 (stereo not drawn)
  -5%	-2%	2%	11	24%	-1	3	9%	30	1%
#7 CCS(=O)(=O)N1CCC(C(=O)NCCN2CCOCC2)CC1
  -8%	-2%	0%	-4	1%	-2	-2	15%	-3	0%
#8 Cc1nn(-c2cc(N3CCOCC3)ccc2[N+](=O)[O-])c(=O)c2ccccc12
  -2%	-5%	1%	15	-6%	9	-1	3%	-7	2%
#9 COc1ccc(NC(=O)N(C)C[C@H]2Oc3ccc(NC(=O)C4CCCCC4)cc3C(=O)N([C@H](C)CO)C[C@@H]2C)cc1
  ·	1%	4%	-17	-24%	-4	·	-1%	-6	-3%
#10 Cn1c(NC(=O)C[n+]2cc(-c3ccc(F)cc3)n3c2CCC3)cc(=O)n(C)c1=O
  -5%	-2%	-1%	-2	-10%	9	-4	4%	-6	0%[46.1 µM]
#11 COc1ccc(CNS(=O)(=O)c2ccc(-c3cnc(C4CC4)o3)cc2)cc1
  4%	-8%	2%	-7	-5%	-19	4	8%	5	-5%
#12 CCc1ccc(NC(=O)CCc2c(C)nn(-c3ccc(N4CCCCC4)nn3)c2C)cc1
  28%	-13%	-9%	-6	?	2	-10	-2%	-10	-5%
#13 O=c1cc(NCC2CCCO2)[nH]c(=O)n1-c1ccc(Cl)cc1 (stereo not drawn)
  0%	-14%	-4%	3	13%	-5	2	-4%	-6	-10%[46.1 µM]
#14 O=C(c1nc2ccccn2c1CNCCCn1cccn1)N1CCCC1
  1%	4%	0%	-6	11%	-3	-2	-2%	-8	-4%
#15 COc1ccc(C(=O)NCc2cccnc2)cc1Br
  -3%	-11%	6%	1	36%	29	7	1%	-8	-3%

Ordered by heavy-atom count (rising): part of the list above
Every second line gives: Mito fusion yeast	Eya2 phos inh	USP2a block	KCNH2 3.1 block	ELG1 DNA repair	TSHR antag	TRPV1 agonist	A-T KAP1 phos	hERG WT inh	TCR act
#5 CC(C)CN1C(=O)N(c2ccc(Cl)cc2)C(C)(O)CC1(C)C (stereo not drawn)
  3%	-12%	3%	16	-11%	1	21	16%	0	10%
#3 COc1ccc(OC)c(C2C3=C(COC3=O)Nc3cc4c(cc32)OCO4)c1 (stereo not drawn)
  4%	0%	3%	7	-14%	2	-3	11%	-5	-5%
#6 CC1(C)Cc2c(cnn2-c2ccccc2)C(NC(=O)CCN2CCCC2=O)C1 (stereo not drawn)
  -5%	-2%	2%	11	24%	-1	3	9%	30	1%
#1 O=C(CSc1nnc(CNC(=O)c2c(F)cccc2Cl)o1)NCc1ccc(F)cc1
  1%	5%	3%	13	0%	10	0	5%	4	1%

Other entries
Every second line gives: Mito fusion yeast	Eya2 phos inh	USP2a block	KCNH2 3.1 block	ELG1 DNA repair	TSHR antag	TRPV1 agonist	A-T KAP1 phos	hERG WT inh	TCR act
#16 Cc1cc(NC(=O)C2CC(c3ccc(F)cc3)=NO2)no1 (stereo not drawn)
  1%	1%	3%	-6	5%	3	0	0%	-22	2%
#17 CCOc1ccc(S(=O)(=O)Nc2ccc(C(=O)NCC(c3ccco3)N3CCCCC3)cc2)cc1 (stereo not drawn)
  0%	4%	-6%	3	-4%	·	-1	-16%	3	-3%
#18 CCC(C)NC(=O)C1c2ccccc2C(=O)N1Cc1ccccc1 (stereo not drawn)
  -3%	-28%	3%	3	5%	14	3	-2%	-6	2%
#19 CC[C@]12c3[nH]c4cc(CCC(=O)N(C)C)ccc4c3CCN1C(=O)[C@@H](CC(=O)NCCCOC)C[C@@H]2C(=O)N1CCN(C(=O)C2CC2)CC1
  ·	0%	1%	9	5%	33	·	5%	11	-7%[46.1 µM]
#20 COc1ccc(CCNc2oc(COc3ccccc3F)nc2C#N)cc1
  19%	0%	-1%	4	5%	-31	15	-1%	-4	-2%
#21 COc1ccc(C(=O)OCC(=O)c2c(N)n(C)c(=O)n(C)c2=O)cc1OC
  -2%	3%	0%	-5	-4%	4	-1	-1%	-3	11%
#22 Cc1cccc(C)c1OCC(=O)N(Cc1ccc(N(C)C)cc1)C1CCS(=O)(=O)C1 (stereo not drawn)
  9%	-14%	0%	1	18%	-5	10	-6%	0	0%
#23 CN(Cc1ccccc1Cl)C(=O)c1cnccc1C(F)(F)F
  1%	-16%	7%	-7	-13%	14	4	-8%	5	-4%
#24 COc1ccccc1OCc1ccc(C(=O)Nc2ccccc2)cc1
  10%	-14%	-3%	1	?	1	?	-6%	-22	-12%
#25 CSc1nc2sc3c(c2c(=O)[nH]1)CC(C)(C)OC3
  1%	-7%	-9%	14	?	-11	-2	-17%	-4	-21%
#26 CCOC(=O)C1CCCN(Cc2nc(N)nc(Nc3ccc(OC)cc3)n2)C1 (stereo not drawn)
  -4%	-17%	0%	-37	?	-10	3	7%	2	·
#27 CC(C)C(=O)Nc1nc2cc3c(cc2s1)OCCO3
  -2%	9%	-1%	-5	?	-9	21	24%	-3	2%
#28 COc1ccc(-n2nc(C(=O)NCCCN3CCOCC3)c3ccccc3c2=O)c(OC)c1
  10%	10%	2%	18	-2%	-6	1	7%	-4	-2%
#29 CCCN1C(=O)c2ccccc2NC1c1ccc(O)c(OCC)c1 (stereo not drawn)
  3%	2%	2%	-4	0%	-19	-2	9%	-1	14%
#30 CN1CCN(CC(=O)N2c3ccccc3C(C)(c3ccccc3)CC2(C)C)CC1 (stereo not drawn)
  -6%	-2%	0%	4	-10%	7	0	3%	6	0%
#31 CC(=O)c1ccc(N2CCN(Cc3nc(Cc4ccccc4)no3)CC2)cc1
  1%	-14%	-2%	-14	?	-12	8	0%[11.5 µM]	-5	-2%
#32 O=C(Cn1[nH]c(=O)c2ccccc2c1=O)Nc1cccnc1
  -1%	-5%	-3%	0	4%	13	-4	6%	12	1%

Screens: PubChem, National Center for Advancing Translational Sciences (NCATS)
